Source: PubChem (Sanford-Burnham Center for Chemical Genomics)
Gli-Sufu block – blocks Gli-Sufu signaling in a luciferase reporter; Sufu-KO-LIGHT fibroblasts, Gli luciferase reporter luminescence; inhibition, % at 5 µM; hit rate 0.74% among 340,000;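 active = inhibition above about 55%, limit read from the data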;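 note: 0% = DMSO-treated cells and 100% = wells with medium but no cells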
A3A deaminase – inhibitors of human APOBEC3A DNA deaminase; recombinant A3A, FAM/TAMRA ssDNA deamination fluorescence; inhibition, % at 20 µM; P31941; hit rate 0.41% among 330,000;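 active = at least 40% inhibition at 20 µM here, with at most 30% in a related deaminase screen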;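 note: plate controls were A3A with DMSO for no effect and wells lacking A3A enzyme for full effect; some results filed as inactive read as strong as hits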
Target sequence (P31941 whole entry, looked up): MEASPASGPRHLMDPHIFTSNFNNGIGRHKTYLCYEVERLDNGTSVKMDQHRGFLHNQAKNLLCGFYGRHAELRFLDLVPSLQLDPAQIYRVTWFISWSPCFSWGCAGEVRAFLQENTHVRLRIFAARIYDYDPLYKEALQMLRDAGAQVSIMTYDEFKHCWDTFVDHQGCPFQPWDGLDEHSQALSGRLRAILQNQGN
CXCR6 inh – inhibitors of human CXCR6 receptor; AID 602244; O00574; CHO-K1 PathHunter CXCR6 beta-arrestin, luminescence; inhibition, % at 20 µM; hit rate 0.36% among 360,000; in the data active = inhibition above about 34%, passing the limit was not always enough;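 note: antagonist mode with CXCL16 agonist at 10 nM final; 0% = 10 nM CXCL16 with DMSO and 100% = unstimulated wells without agonist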
Target sequence (O00574 whole entry, looked up): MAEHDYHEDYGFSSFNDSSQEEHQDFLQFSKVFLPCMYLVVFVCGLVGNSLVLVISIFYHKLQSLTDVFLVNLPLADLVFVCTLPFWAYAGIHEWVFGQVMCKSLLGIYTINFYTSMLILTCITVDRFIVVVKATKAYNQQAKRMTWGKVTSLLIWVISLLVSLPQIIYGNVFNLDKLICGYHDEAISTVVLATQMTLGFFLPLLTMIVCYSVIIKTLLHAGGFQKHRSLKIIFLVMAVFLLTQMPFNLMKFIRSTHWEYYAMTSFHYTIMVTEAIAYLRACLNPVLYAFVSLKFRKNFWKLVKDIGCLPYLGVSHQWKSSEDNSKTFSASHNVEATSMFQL
EBI2 block – blocks human EBI2 receptor beta-arrestin signaling; EBI2 beta-arrestin recruitment, luminescence, 7a,25-OHC stimulated; hit rate 0.81% among 360,000; inhibition, % at 5 µM; P32249; AID 651636; in the data active = inhibition above about 38%;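 note: enzyme fragment complementation signal reports receptor beta-arrestin coupling in cells; 0% = agonist plus DMSO wells and 100% = wells without agonist; some results beyond the cut were filed as inactive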
Target sequence (P32249 whole entry, looked up, the tested form may be a part): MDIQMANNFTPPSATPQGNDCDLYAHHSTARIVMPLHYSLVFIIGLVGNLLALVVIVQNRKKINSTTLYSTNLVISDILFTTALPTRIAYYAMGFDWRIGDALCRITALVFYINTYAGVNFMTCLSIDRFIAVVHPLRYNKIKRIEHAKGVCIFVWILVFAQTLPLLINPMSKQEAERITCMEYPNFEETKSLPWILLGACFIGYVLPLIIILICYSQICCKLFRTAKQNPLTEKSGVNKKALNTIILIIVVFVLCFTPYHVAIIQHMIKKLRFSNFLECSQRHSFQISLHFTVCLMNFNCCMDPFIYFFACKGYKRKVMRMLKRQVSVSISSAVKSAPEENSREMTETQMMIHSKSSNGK
GRIN3A LBD mod – modulators (binders) of human NR3A ligand-binding domain | hit rate 2.5% among 340,000 | NR3A LBD differential scanning fluorimetry, Tm shift; 0% = protein alone, 100% = glycine-bound protein | Tm shift relative to glycine control, % at 25 µM;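 active = melting temperature shift of at least 10% of the positive control shift, at one fixed dose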
CCR6 antagonist – blocks CCL20-driven beta-arrestin recruitment at human CCR6. P51684. inhibition, % at 20 µM. CHO-K1 CCR6 PathHunter beta-arrestin, luminescence, CCL20-stimulated. hit rate 0.49% among 340,000;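 active = compounds whose inhibition of the agonist-driven luminescence signal at 20 µM reaches about 50%, limit read from the data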;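 note: cells stimulated with CCL20 at 14 nM final; plate controls were DMSO with CCL20 for no effect and DMSO without agonist for full effect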
MPTP block – blocks calcium-induced mitochondrial swelling | isolated mouse mitochondria, Ca2+ swelling absorbance, 30 min | inhibition, % at 10 µM | hit rate 1.4% among 360,000 | AID 602449;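 active = inhibition of 50% or more, scaled per plate between neutral and stimulator controls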;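 note: 0% = DMSO wells given calcium and 100% = 1 mM EGTA wells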
APOBEC3G inh – APOBEC3G (human) deaminase inhibition; inhibition, % at 20 µM; Q9HC16; hit rate 0.28% among 330,000; recombinant A3G, ssDNA deamination FAM/TAMRA fluorescence;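 active = inhibition of at least 40% at 20 µM, with no more than 30% in the related APOBEC3A deaminase screen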;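 note: plate controls were DMSO wells with A3G for no effect and wells lacking A3G enzyme for full effect; some compounds called inactive have numbers as strong as hits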
* hit, by the source's call; / = no result given. The order is random; 5.8% or so of the library scored in one or more.

Results follow in this order: Gli-Sufu block	A3A deaminase	CXCR6 inh	EBI2 block	GRIN3A LBD mod	CCR6 antagonist	MPTP block	APOBEC3G inh
#1 Cc1ccc(C)c(S(=O)(=O)N2CCN(CC(=O)Nc3ccc4c(c3)CCC4)CC2)c1
→ 23	-2	-1	47*	-19	13	5.5	-4
#2 CC1C(=O)N2CCCc3cc(S(=O)(=O)NCCc4ccccc4)cc1c32 (centres undefined)
→ 17	-3	-14	-11	3	5	-1.1	-4
#3 COC(=O)c1c(C(C)=O)c(C)n(C)c1C
→ -1	-1	7	-12	-1	-9	1.3	1
#4 COc1ccc(N2CCN(C(=O)Cn3cnc4sc(C)c(S(=O)(=O)N5CCOCC5)c4c3=O)CC2)cc1
→ 27	1	8	-9	-1	2	-1.6	-8
#5 Cc1c(C(=O)NCc2ccccn2)oc2ccc(Br)cc12
→ -51	0	0	1	0	2	-3.4	-10
#6 CCN1C(=O)S/C(=C/c2ccc(Oc3ccc([N+](=O)[O-])cn3)c(OC)c2)C1=O
→ -1	-2	-1	19	1	19	4.7	-3
#7 O=C(CN(CC1CCCO1)C(=O)CNS(=O)(=O)c1ccc(Cl)cc1)NCCc1ccccc1 (centres undefined)
→ 3	4	-1	2	0	6	-0.7	0
#8 COC(=O)C1Cc2c([nH]c3ccccc23)C(C)N1 (centres undefined)
→ 0	-2	-1	1	1	7	0.0	2
#9 Cc1cccc(NCC(O)Cn2cnc3c2c(=O)n(C)c(=O)n3C)c1 (centres undefined)
→ -1	0	0	-2	-3	14	0.8	-2
#10 CCOC(=O)C(C)Sc1nc(=O)n2cc(C)ccc2n1 (centres undefined)
→ -7	-2	8	-2	-2	-3	2.1	6

The list continues.
Results follow in this order: Gli-Sufu block	A3A deaminase	CXCR6 inh	EBI2 block	GRIN3A LBD mod	CCR6 antagonist	MPTP block	APOBEC3G inh
#11 CCn1c(=N)n(CC(=O)c2ccc(OC)cc2)c2ccccc21
→ -7	-1	2	-9	-1	20	0.6	0
#12 CCOCc1nnc(NC(=O)c2cccs2)s1
→ 10	8	-13	-6	0	4	0.7	5
#13 Cc1c(CCC(=O)NC2CC2)c(=O)oc2c(C)c(O)ccc12
→ 3	-2	5	4	-2	10	0.7	-6
#14 O=C(CSc1nnc2ccccn12)NC(=O)c1cccc([N+](=O)[O-])c1
→ 5	2	-2	0	-10	4	0.1	-3
#15 O=S(=O)(N/N=C/c1ccc(N2CCOCC2)cc1)c1ccccc1
→ -8	-2	3	0	-1	-4	-1.3	-6
#16 COc1ccc(CCNC(=O)CNS(=O)(=O)c2ccc(N(C)C)c([N+](=O)[O-])c2)cc1OC
→ -3	2	11	7	3	18	0.0	-7
#17 Cn1cnnc1SC(C(=O)c1ccccc1)c1ccccc1 (centres undefined)
→ -5	-5	4	0	0	-5	-0.4	-5
#18 Cn1cccc1/C=N/NC(=O)c1cccc(OC(F)(F)C(F)F)c1
→ -26	-3	-7	-3	2	5	2.3	0
#19 Cc1ccc(CS(=O)(=O)c2cn(CC(=O)N3CCOCC3)c3ccccc23)cc1
→ 23	2	-6	-1	-2	7	1.4	-4
#20 C/C(CC(=O)Nc1ccc(Cl)cc1Cl)=N\NC(N)=S
→ 0	-1	-19	-2	0	-12	-1.9	-7

The listing continues.
Results follow in this order: Gli-Sufu block	A3A deaminase	CXCR6 inh	EBI2 block	GRIN3A LBD mod	CCR6 antagonist	MPTP block	APOBEC3G inh
#21 CC(C)(C)C1CCc2c(sc(NC(=O)c3cccs3)c2C(N)=O)C1 (centres undefined)
→ 42	-2	-3	-5	-2	1	5.1	-5
#22 C/C(=N\NC(=O)CSc1nc(C)cc(C)n1)c1cccc([N+](=O)[O-])c1
→ 43	-1	-9	-7	0	1	1.3	-4
#23 CCN1C(=O)[C@H]2[C@H]3CN=C(SCc4ccc(C)cc4)N3[C@@](CC)(C(=O)OC)[C@H]2C1=O
→ -8	0	-3	1	-1	24	0.6	1
#24 Cc1cc(Cl)ccc1NC(=O)Nc1c(C)n(-c2ccccc2)c(=O)n1C
→ -1	1	7	1	-2	-2	-1.6	-2
#25 COc1ccccc1-c1sc2ccccc2c1-c1ccc(Br)nc1
→ 17	1	2	14	4	25	2.0	0
#26 O=C(OC1CCOC1=O)c1ccc2ccccc2n1 (centres undefined)
→ -28	0	-3	-12	0	5	-4.5	-2
#27 CC(Sc1nnc(-c2ccco2)n1N)C(=O)NCc1ccc2c(c1)OCO2 (centres undefined)
→ -8	-2	-3	-3	2	2	-2.4	-4
#28 CC1(C)CC(=O)C2=C(C1)Nc1[nH]n(-c3ccccc3)c(=O)c1C2c1ccc2c(c1)OCO2 (centres undefined)
→ 9	2	1	-23	1	-25	2.0	-1
#29 COc1ccccc1NC(=O)Nc1ccc(C(=O)N2CCCCC2)cc1
→ -46	2	-2	-15	0	1	1.5	-4
#30 CN1/C(=C/c2cccc[n+]2CCO)Sc2ccccc21
→ 13	93	-4	-11	-5	0	-0.5	41

New compounds follow:
Results follow in this order: Gli-Sufu block	A3A deaminase	CXCR6 inh	EBI2 block	GRIN3A LBD mod	CCR6 antagonist	MPTP block	APOBEC3G inh
#31 O=C(CN1C(=O)c2ccccc2C1=O)NCc1ccccn1
→ 1	0	-6	-3	1	2	-1.3	-3
#32 O=C(CSc1nn(-c2ccc(F)cc2)c(=S)s1)NC(=O)NCc1ccco1
→ -8	12	11	-2	0	11	1.8	11
#33 COc1ccc(C(N)=O)c(OCC(=O)Nc2cc(C)on2)c1
→ 2	0	1	-1	15*	3	-0.2	1
#34 CN(CCCNC(=O)c1nn(C)c2c1CS(=O)(=O)c1ccccc1-2)Cc1ccccc1
→ 20	-6	0	-2	0	4	-1.6	-8
#35 C=CCn1c(SCC(=O)NC2CCCC2)nc2sc(C)cc2c1=O
→ 5	-2	4	5	21*	8	-0.1	4
#36 O=C(Nc1ccc2c(c1)OCCO2)c1c[nH]c(=O)n(-c2ccc(F)c(Cl)c2)c1=O
→ 3	-4	-1	-20	-2	-3	0.9	-9
#37 COc1ccc(/C=N/NC(=S)Nc2ccccc2[N+](=O)[O-])cc1O
→ 24	/	-2	10	1	34	0.1	/
#38 CC(C)CNC(=O)Cn1c(=O)c2c(ncn2CC(C)C)n(Cc2ccccc2)c1=O
→ 6	4	1	-5	0	-7	-0.1	-7
#39 O=C(Nc1ccccc1C(=O)N1CCOCC1)C1CCC(=O)N1C1CCCC1 (centres undefined)
→ 0	1	-9	-6	0	6	-1.0	-1
#40 O=C(COc1ccc(Cl)cc1)Nc1ccccc1C(=O)NCc1cccnc1
→ 2	0	-6	17	-9	4	-0.3	-6

The listing continues.
Results follow in this order: Gli-Sufu block	A3A deaminase	CXCR6 inh	EBI2 block	GRIN3A LBD mod	CCR6 antagonist	MPTP block	APOBEC3G inh
#41 O=C(NCc1ccccc1)C1C2C=CC3(CN(Cc4cccnc4)C(=O)C13)O2 (centres undefined)
→ -1	0	2	2	-1	0	-0.2	-8
#42 Cc1c(N2C(=O)/C(=C/c3cccc4ccccc34)SC2=S)c(=O)n(-c2ccccc2)n1C
→ 3	-5	1	0	-2	24	0.3	-12
#43 Cc1ccc(S(=O)(=O)N2CCCCCC2)cc1[N+](=O)[O-]
→ -4	-8	4	3	-1	9	-0.1	-2
#44 CCN1C(=O)[C@H]2[C@@H](c3ccc(C)cc3)N3C(=O)N(c4ccccc4)C(=O)[C@@]3(C)[C@H]2C1=O
→ 1	-2	-4	-20	0	-4	-0.8	-7
#45 O=C(COc1ccc(S(=O)(=O)N2CCOCC2)cc1)Nc1cccc([N+](=O)[O-])c1
→ 3	1	1	6	19*	-1	-0.1	6
#46 O=C(CCC(=O)c1ccc(F)cc1)Nc1cccc(S(=O)(=O)Nc2cccc(Cl)c2)c1
→ 4	0	-4	-10	28*	-6	13	-2
#47 CCC(=O)Nc1cc(C(=O)NCC2CCCN2CC)c(OC)cc1N(C)C (centres undefined)
→ 10	5	1	-16	-2	-2	1.1	1
#48 CC(C)Sc1nc(N)nc2c1ncn2C1OC(CO)C(O)C1O (centres undefined)
→ 3	/	-2	8	1	-7	-1.2	/
#49 CCCCOC(=O)c1cc(Cl)c(O)c(OC)c1
→ 14	-4	-1	-16	/	8	-0.5	-5
#50 CCC(=O)NC(Nc1sc2c(c1C(=O)OC)CCCC2)(C(F)(F)F)C(F)(F)F
→ 3	4	-7	1	-1	8	1.6	-1

New compounds follow:
Results follow in this order: Gli-Sufu block	A3A deaminase	CXCR6 inh	EBI2 block	GRIN3A LBD mod	CCR6 antagonist	MPTP block	APOBEC3G inh
#51 CCOc1ccccc1C(=O)N1CCC(n2nnc3cc(C)ccc32)CC1
→ 14	-1	-5	-2	1	1	1.6	-1
#52 COc1ccc2c(c1)CCc1c(C(=O)Nc3c(C)nn(Cc4ccccc4)c3C)noc1-2
→ 26	-1	-10	11	-1	-3	33	1
#53 COC(=O)C1=C[C@@H](C(=O)OC)[C@@H]2C3=C(C(=O)[C@@]2(C)NC(=O)c2ccccc2)[C@H](c2ccccc2)[C@@H]2C(=O)NC(=O)[C@@H]2[C@@H]3C1
→ -7	-1	-1	-1	-2	-6	-1.9	-1
#54 O=C(O)c1cccc2c1C(=O)N(C1CCCC1)C2
→ 6	-3	12	-2	1	16	-1.4	-7
#55 CC[C@]12c3[nH]c4cc(-c5ccco5)ccc4c3CCN1C(=O)[C@@H](CC(=O)NCCCN(C)C)C[C@@H]2C(=O)N1CCN(C(=O)c2ccco2)CC1
→ -6	-3	-4	-9	0	12	-1.0	-2
#56 O=C(Cn1cnc2ccccc2c1=O)NCCC(=O)Nc1ccccc1C(F)(F)F
→ -20	-2	-6	-10	0	17	-1.5	-7
#57 Cc1cc(S(=O)(=O)N2CCOCC2)c(C)s1
→ -4	-6	4	5	3	11	-1.7	-6
#58 O=C(O)c1cccc(S(=O)(=O)NCCC(c2ccccc2)c2ccccc2)c1
→ /	-1	3	-2	-1	-3	0.4	-4
#59 CCn1cc(C(C)NC(=O)Nc2ccc3c(c2)OCO3)c(C)n1 (centres undefined)
→ -9	-2	-9	-2	-1	7	-0.8	-4
#60 COc1ncnc2c1oc1nc(C(C)C)c3c(c12)CC(C)(C)OC3
→ 23	2	-1	-2	2	3	0.2	3

The list goes on.
Results follow in this order: Gli-Sufu block	A3A deaminase	CXCR6 inh	EBI2 block	GRIN3A LBD mod	CCR6 antagonist	MPTP block	APOBEC3G inh
#61 O=C(N1CCCC1)C12CC3CC(CC(C3)C1)C2
→ -3	-5	3	-5	-1	-4	-0.1	-9
#62 COCCSc1nnc(NC(=O)C(C)(C)C)s1
→ -47	-1	-6	-5	1	3	6.4	-3
#63 Cc1cc(NC(=O)CSc2nnnn2C)n(-c2ccccc2)n1
→ 3	-2	-13	-12	1	-2	-2.6	-8
#64 Cc1nc(C)c(C(=O)N/N=C/c2ccco2)s1
→ 0	-2	0	0	-3	-17	-1.7	-6
#65 O=C(NCc1ccccc1)c1ccc(OC2CSC2)cc1
→ 0	-1	-2	30	1	-4	-0.8	-8
#66 O=C(O)CCSSCCC(=O)O
→ -8	-6	0	-1	2	10	-0.7	-8
#67 O=C(Nc1ccc(S(=O)(=O)N2CCOCC2)cc1)c1ccc([N+](=O)[O-])s1
→ 23	-1	-23	-49	29*	16	1.2	-3
#68 CCOC(=O)c1ccccc1NC(=O)COC(=O)c1ccc(OCC(=O)N2CCOCC2)c(OCC)c1
→ 7	/	-8	-5	1	0	2.4	/
#69 O=C(c1cc(-c2ccccn2)nc2c(Cl)cccc12)N1CCN(C(=O)C2CCCO2)CC1 (centres undefined)
→ -9	2	-6	9	-2	18	-0.7	-2
